CCHF vOTU inh = blocks the CCHF virus ovarian tumor domain protease; CCHFV vOTU protease, Pep-AMC fluorescence; inhibition, % at 11.5 µM; 370,000 compounds, 0.55% hits; AID 651958; in the data active = inhibition above about 30%; note: 0% = vehicle wells with enzyme and 100% = no enzyme wells
BH1578 lux ind = inducers of Vibrio cholerae quorum light production without autoinducers. V. cholerae BH1578 lux reporter, luminescence, 6 h. 350,000 compounds, 0.16% hits. activation, % at 18.7 µM; in the data active = activation mostly above about 9.7%, no sharp cut-off; note: not every result past the cut was called active; inactives centre near 0; reference of the scale not given here
MazF activator = activators of E. coli MazEF toxin-antitoxin RNase | P0AE70 | FAM/BHQ RNA-DNA oligo cleavage fluorescence, 5 h | activation, % at 20 µM | 350,000 compounds, 0.32% hits | AID 504720; in the data active = activation above about 50%
Target sequence (P0AE70 whole entry, looked up): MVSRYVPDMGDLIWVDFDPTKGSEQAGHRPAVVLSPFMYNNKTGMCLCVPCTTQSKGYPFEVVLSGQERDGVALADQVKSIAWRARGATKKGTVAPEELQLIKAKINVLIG
TcdB GH inh = TcdB glycohydrolase inhibition. inhibition, % at 9.99 µM. 350,000 compounds, 0.24% hits. P18177. TcdB glycohydrolase enzymatic assay, plate reader; in the data active = inhibition above about 10%
DUSP3 inh = DUSP3 (human) phosphatase inhibition | P51452 | recombinant VHR phosphatase, pNPP absorbance | inhibition, % at 13.3 µM | 290,000 compounds, 0.52% hits | AID 1654; in the data active = inhibition above about 50%; note: some compounds called inactive have numbers as strong as hits
Target sequence (P51452 whole entry, looked up): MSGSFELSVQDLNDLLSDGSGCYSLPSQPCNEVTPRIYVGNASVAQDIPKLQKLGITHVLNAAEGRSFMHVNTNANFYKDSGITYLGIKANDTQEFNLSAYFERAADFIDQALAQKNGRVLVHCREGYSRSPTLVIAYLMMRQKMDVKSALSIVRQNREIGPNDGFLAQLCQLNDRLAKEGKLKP
PriA SSB inh = blocks PriA binding to SSB C-terminal tail. inhibition, % at 33 µM. 430,000 compounds, 0.6% hits. AlphaScreen SSBct-PriA binding, biotinylated peptide; in the data active = inhibition mostly above about 37%, no sharp cut-off; inactive = mostly below about 20%;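 note: plate controls were negative control peptide for no effect and reference peptide for full effect; strong numbers were not always called active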
PrPC surface inh = cell surface PrPC inhibition, primary TR-FRET screen; P04156; TR-FRET read-out; inhibition, % at 13.8 µM; 370,000 compounds, 0.43% hits; AID 720596; in the data active = inhibition above about 24%; note: 0% = median of the test wells and 100% = reference compound wells
Rv3671c protease = inhibitors of M. tuberculosis serine protease Rv3671c; P9WHR9; inhibition, % at 5.96 µM; 320,000 compounds, 0.048% hits; AID 2606; in the data active = inhibition above about 38%;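 note: extracellular domain of Rv3671c used as enzyme; 0% = enzyme with DMSO and 100% = no enzyme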
Target sequence (P9WHR9 whole entry, looked up, the tested form may be a part): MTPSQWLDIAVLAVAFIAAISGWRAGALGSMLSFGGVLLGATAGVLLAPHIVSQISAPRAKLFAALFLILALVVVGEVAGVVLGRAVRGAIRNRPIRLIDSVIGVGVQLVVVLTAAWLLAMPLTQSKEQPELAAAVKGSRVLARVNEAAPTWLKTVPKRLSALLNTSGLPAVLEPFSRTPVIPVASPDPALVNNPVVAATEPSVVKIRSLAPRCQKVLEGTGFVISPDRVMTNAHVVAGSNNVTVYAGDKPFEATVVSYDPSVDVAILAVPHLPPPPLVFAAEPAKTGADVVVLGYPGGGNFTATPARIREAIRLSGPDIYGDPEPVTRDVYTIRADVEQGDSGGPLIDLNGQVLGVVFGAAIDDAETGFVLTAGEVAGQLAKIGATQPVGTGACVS
Yp Topo-I inh = inhibitors of Yersinia pestis topoisomerase I. 360,000 compounds, 0.064% hits. Y. pestis Topo-I cleavage product accumulation, plate reader. activity, % at 10 µM; in the data active = activity above about 50%, passing the limit was not always enough; note: inactives centre near 2
3CLpro inhibitor = SARS-CoV 3CLpro protease inhibition | inhibition, % at 6 µM | AID 1706 | P0C6X7 | recombinant SARS-CoV 3CLpro, quenched FRET peptide cleavage | 290,000 compounds, 0.14% hits; in the data active = inhibition above about 12%
Starred values were filed as active, the others as inactive; i = inactive; . = not tested or not shown; & = joins results of further samples.

SMILES	CCHF vOTU inh	BH1578 lux ind	MazF activator	TcdB GH inh	DUSP3 inh	PriA SSB inh	PrPC surface inh	Rv3671c protease	Yp Topo-I inh	3CLpro inhibitor
CCn1c(SCC(=O)NC2CC2)nnc1-c1ccc(C)cc1	11	-1.6	3	-0.3	-2	-23	-2	1	4	-1
CCCC(=O)N1CCC1(C)C(=O)Nc1ccccc1C(C)(C)C (stereo not given)	-2	i	.	0.5	.	.	1	.	-6	.
Cc1ccc(S(=O)(=O)N2CCN(C(=O)CCCN3C(=O)NC4(CCCC4)C3=O)CC2)cc1C	-5	-2.1	-1	0.4	.	1	-9	4	2	.
COc1ccc(NC(=O)c2cccc(C#N)c2)cc1NS(=O)(=O)c1ccc(F)cc1	-7	-0.3	0	.	14	-23	8	-8	-3	2
CCOc1ccc(Cl)cc1CSc1n[nH]c(C)n1	-10	-0.1	19	-0.4	12	-18	2	1	-1	7
Cc1cc(C)n2nc(N)c(N=Nc3ccccc3)c2n1	8	-0.4	-1	-0.4	32	9	-17	-31	-4	-2
CCCCn1c(N)c(N(CCOC)C(=O)c2ccc(C)o2)c(=O)[nH]c1=O	-1	-0.6	8	0.2	.	4	-2	-16	1	.
O=C(CCN1C(=O)c2ccccc2C1=O)NCc1ccccc1	18	-0.4	0	4.6	-22	-4	5	5	-3	-6
Cc1ccc(C(C(=O)NCc2ccccc2)N(Cc2ccco2)C(=O)c2snc(C(N)=O)c2N)o1 (stereo not given)	13	-0.2	8	0.5	16	-2	-7	-2	22	5
CCOc1ccc(S(=O)(=O)Nc2ccc(C(=O)N3CCCC3)cc2)cc1	-1	0.3	4	1.9	37	-12	-2	-1	0	-2
CCN(CC)CCn1c(=N)n(CC(=O)c2ccc(C)cc2)c2ccccc21	10	-0.5	14	3.1	23	14	-10	7	2	0
O=C1CC(SCc2nc3ccccc3[nH]2)C(=O)N1c1ccc(F)cc1 (stereo not given)	5	-0.2	-2	.	-8	7	0	3	1	0
COC(=O)[C@@]1(C)[C@H]2C(=O)N(Cc3ccccc3)C(=O)[C@H]2[C@H]2CN=C(SCc3ccccc3)N21	-10	i	3	1.4	.	2	3	.	13	.
O=C1NCCN1CCN1C(=O)c2ccccc2NC1c1ccccc1 (stereo not given)	-98	-0.3	9	-1.7	35	-17	8	1	-8	0
CC(C)CN1CCC(CN2CCNC(=O)C2=O)CC1	-2	-2.8	6	1.3	.	-2	-5	.	-6	.
Cc1onc(-c2ccccc2)c1C(=O)N/N=C/c1cccs1	-6	-0.7	3	6.3	18	i	-4	3	-4	-1
Cc1occc1C(=O)N(C)Cc1nc(-c2ccccc2)no1	3	i	-4	0.4	25	4	2	0	0	6
COc1ccc(-c2nnc(SCC(=O)N3CCCCC3)o2)c(OC)c1	-10	i	0	.	14	-4	-7	-3	4	-1
COc1ccc(-c2csc3ncnc(N4CCN(S(=O)(=O)c5ccc(C)c(C)c5)CC4)c23)cc1	-11	i	-17	1.6	.	-3	3	4	5	.
COCc1ccc(CN2CCC(C(=O)Nc3cccc(-c4cscn4)c3)CC2)o1	8	-1.1	4	2.0	22	4	0	1	-2	0
Cc1ccc(NC(=O)CCc2nnc3ccc(N4CCC(C)CC4)nn23)nc1	8	-0.3	4	0.6	12	-2	-7	3	23	0
COc1ccc(NC(=O)C/C(C)=N/NC(=O)c2cnccn2)c(OC)c1	19	-0.3	5	-7.0	8	.	1	-2	1	5
CCOC(=O)C1=C(C)N(CCCC(=O)O)C(=O)NC1c1ccccc1OC(=O)c1cccs1 (stereo not given)	-1	.	.	0.1	.	.	4	2	.	.
COc1ccc(-c2cc(N)n(CCC#N)n2)c(OC)c1	3	i	1	.	27	-8	-5	4	7	-2
Cc1nnsc1C(=O)NC1CCCCC1	1	-0.4	-4	-0.5	17	7&-18	-3	-4	-2	-1
CC(=O)c1cc(-c2ccccc2)n(CCC(=O)NCc2cccs2)c1C	1	-0.6	4	.	-12	-3	-3	-4	6	3
CCOP(=O)(c1ccc(N(C)C)cc1)C(O)c1ccc(C)cc1 (stereo not given)	8	i	2	-1.1	7	-4	9	-3	11	3
CN1CCN(c2ncnc(Cl)c2N)CC1	-11	i	-20	-1.1	4	-10	-12	.	-5	0
COC(=O)c1cn(C(=O)c2cc(Br)ccc2Cl)c2ccccc12	3	-1.2	3	0.8	8	-8	-3	9	-14	-5
N#Cc1ccc(-c2ccc(Cl)cc2)nc1SCC(=O)c1cccc(Cl)c1	12	i	-231	.	18	-7	-5	-5	3	-4
CCOC(=O)c1sc(/N=C/c2c(O)n(-c3cccc(C)c3)c(=O)[nH]c2=O)c(C#N)c1C	8	7.7	-11	.	-7	.	-5	-4	-6	4
COc1ccc(C2=CC(=O)C[C@H](c3ccc(F)cc3)C2)cc1OC	8	i	-1	0.3	.	2	-8	-2	-9	.
COCCCn1c(=O)c2ccccc2n(Cc2cc(C(=O)OC)ccc2OC)c1=O	-5	-0.4	7	2.1	9	-23	8	5	26	9
O=C(COC(=O)/C=C/c1cccc([N+](=O)[O-])c1)NCc1ccc2c(c1)OCO2	-11	i	5	-0.9	5	-11	2	-4	4	2
CN(Cc1ccc(F)cc1)C(=O)c1cccc(S(=O)(=O)N2CCN(c3ccccc3)CC2)c1	2	-0.4	-2	-1.9	.	-3	12	13	8	.
Cc1cnnn1-c1ccc([N+](=O)[O-])cc1	-2	-0.2	10	1.0	4	-23	-37	5	1	0
O=C(Cn1ncc2c(=O)oc3ccccc3c21)NCC1CCCO1 (stereo not given)	11	-0.3	7	-0.8	8	-6	4	4	4	-6
Cc1cc(C(=O)NNS(=O)(=O)c2ccccc2C(F)(F)F)nn1C(C)(C)C	7	i	7	-6.1	31	-9	7	6	-2	-4
CCCCOC(=O)c1nc(Cl)c(Cl)c(N)c1Cl	0	-0.6	-2	0.2	43	-11	6	-3	-3	2
CC1CCN(S(=O)(=O)c2ccc(C(=O)Nc3nnc(C4=COCCO4)o3)cc2)CC1	1	-0.7	0	2.0	-3	-19	3	-12	2	-2
CCN(CC)c1ccc2cc(S(=O)(=O)c3ccc(Cl)cc3)c(=O)oc2c1	-13	-0.5	15	-0.7	0	-35	5	-7	1	-4
CCCNC(=O)C1(C)CCCN(C(=O)c2cccc(Cl)c2)C1 (stereo not given)	6	-0.2	.	0.3	.	.	-4	.	-2	.
COc1ccccc1NC(=S)N(Cc1cccnc1)Cc1ccco1	-15	0.2	4	-0.4	28	-2	2	9	-10	1
COc1ccc(S(=O)(=O)NCCOc2ccccc2)cc1-n1cnnn1	13	i	-6	2.0	-10	-12	-7	3	-10	-6
CC(C)=CC(=O)Nc1ccc(OCc2ccccc2)cc1	9	-0.3	2	1.2	12	-48&-7	18	-4	5	2
Cn1c(N)c(C(=O)COC(=O)c2cccc(S(=O)(=O)N3CCCCC3)c2)c(=O)n(C)c1=O	-4	-0.2	1	.	30	-5	8	5	10	0
CC(OC(=O)CC1CCCCC1)C(=O)Nc1ccc(F)cc1 (stereo not given)	-3	-1.2	2	0.4	.	-19	12	-1	0	.
O=C(c1cccnc1)N1C2CCC1CC(O)(c1ccc(F)cc1)C2 (stereo not given)	-1	11	2	.	21	-9	3	-7	1	-4
Cn1cccc1C1C(C#N)=C(N)OC2=C1C(=O)CCC2 (stereo not given)	-17	-0.5	-2	0.4	17	-9	7	-1	-1	5
Cc1ccc(C)c(NC(=O)Cn2c([N+](=O)[O-])cnc2C)c1	0	-3.1	1	.	37	-8	-8	1	-4	1
Brc1ccc(-c2nn3c(-c4ccco4)nnc3s2)o1	9	i	3	.	18	-14	62*	7	3	-4
COc1ccc(CCn2c(O)c(C=NCCN3CCCCC3)c(=O)[nH]c2=O)cc1OC	-3	-5.3	-8	.	23	1	-8	4	7	-5
C=CCn1c(C)cc(C(=O)CSc2nnc(C3CC3)n2C2CC2)c1C	16	i	-5	0.9	.	3	-4	3	8	.
Cc1cc(NC(=O)CSc2nc(N)c(NC(=O)c3ccco3)c(=O)[nH]2)no1	-13	-0.2	-5	-0.2	18	-16	2	-8	13	4
O=C(/C=C/Nc1ccc(F)cc1F)c1cccs1	21	0.7	13	.	-22	0	4	-4	-1	5
O=C1OCC2=C1C(c1ccc(F)cc1)c1cc3c(cc1N2)OCCO3 (stereo not given)	-96	7.1	11	0.0	2	-11	9	.	5	1
CCN(C(=O)CSc1nc(-c2ccccc2)cn1N)c1c(N)n(Cc2ccccc2)c(=O)[nH]c1=O	7	i	5	3.5	.	-9	-5	-1	11	.
C=CCOC(=O)CCC(=O)Nc1cccc2ccccc12	4	i	5	.	15	-7	10	0	-4	-1
COc1ccc(/C=N/NC(=O)c2ccccc2OCc2ccccc2)c(OC)c1	0	-0.2	-21	0.2	-1	.	3	-51	-9	2
O=C(NCCN1CCOCC1)c1cc(-c2ccco2)on1	-10	i	2	.	27	-11	-5	0	5	-6

Rewritten bar-delimited: five of the compounds above.
SMILES | CCHF vOTU inh | BH1578 lux ind | MazF activator | TcdB GH inh | DUSP3 inh | PriA SSB inh | PrPC surface inh | Rv3671c protease | Yp Topo-I inh | 3CLpro inhibitor
Cc1ccc(C)c(NC(=O)Cn2c([N+](=O)[O-])cnc2C)c1 | 0 | -3.1 | 1 | . | 37 | -8 | -8 | 1 | -4 | 1
Brc1ccc(-c2nn3c(-c4ccco4)nnc3s2)o1 | 9 | i | 3 | . | 18 | -14 | 62* | 7 | 3 | -4
COc1ccc(CCn2c(O)c(C=NCCN3CCCCC3)c(=O)[nH]c2=O)cc1OC | -3 | -5.3 | -8 | . | 23 | 1 | -8 | 4 | 7 | -5
C=CCn1c(C)cc(C(=O)CSc2nnc(C3CC3)n2C2CC2)c1C | 16 | i | -5 | 0.9 | . | 3 | -4 | 3 | 8 | .
Cc1cc(NC(=O)CSc2nc(N)c(NC(=O)c3ccco3)c(=O)[nH]2)no1 | -13 | -0.2 | -5 | -0.2 | 18 | -16 | 2 | -8 | 13 | 4

(next part)
SMILES	CCHF vOTU inh	BH1578 lux ind	MazF activator	TcdB GH inh	DUSP3 inh	PriA SSB inh	PrPC surface inh	Rv3671c protease	Yp Topo-I inh	3CLpro inhibitor
CCOc1ccc(C2C(C(=O)OC)=CN(C(C)c3ccccc3)C=C2C(=O)OC)cc1 (stereo not given)	-60	0.0	-8	0.3	-29	5	7	1	42	2
O=C(CN1C(=O)NC2(CCCC2)C1=O)N1CCN(c2ccc(C(F)(F)F)cc2[N+](=O)[O-])CC1	-5	-5.6	6	2.9	.	-2	-11	.	1	.
C=CCn1c(CCC(=O)O)ccc1-c1ccc(OC)cc1	-17	i	-3	.	0	0	-3	1	-5	0
COc1ccc(OC)c(C2C(C(=O)Nc3cccnc3)=C(C)NC3=C2C(=O)CCC3)c1 (stereo not given)	16	-0.4	4	.	-18	-1	-9	-4	-1	-3
Cc1ccccc1Nc1nc(N)nc(COC(=O)C2CCCCC2)n1	-1	-0.6	2	.	-6	2	-4	-9	-7	-6
CN1CCN(S(=O)(=O)c2ccc(NC(=S)NC(=O)C(C)(C)C)cc2)CC1	-2	-1.4	-9	0.0	18	-15	2	2	5	4
CS(=O)(=O)c1ccc(Cl)c(C(=O)O)c1	-8	-3.6	5	.	-5	-6	10	-7	7	-4
CCOc1ccc(CNC(=O)C(C)n2ccc3cc(S(=O)(=O)N4CCCC4)ccc32)cc1 (stereo not given)	-4	-11	-10	0.6	8	-2	6	-8	23	3
O=C(CCCn1c(=O)oc2ccccc21)Nc1ccccc1	7	i	-17	1.1	.	0	-3	.	-10	.
COc1ccccc1-n1ccnc(SCC(=O)NC2CCCC2)c1=O	4	i	-7	-0.3	.	-4	-14	11	4	.
N/C(=N\c1nc2ccccc2o1)NC(=O)c1ccc([N+](=O)[O-])cc1	2	-0.4	0	-0.4	21	.	-4	3	1	-2
COc1cc(C(=O)Nc2scc(-c3ccc(C)cc3)c2C(=O)O)cc(OC)c1OC	15	-0.1	3	8.8	4	-13	60*	9	6	10
Cc1ccc(N2C=Nc3ccc(C)c4nc(C)cc2c34)cc1	-34	0.1	-11	.	16	-15	-1	0	0	-1
O=C1C2CCCN2C(c2ccccc2F)N1c1cccc(Cl)c1 (stereo not given)	1	-0.4	2	1.3	9	-2	4	1	4	-1
NC(=O)c1ccc[n+](CC(=O)c2ccc(F)cc2)c1	-6	-0.7	3	1.3	4	-7	0	-22	-2	0
Clc1nc(N2CCOCC2)ncc1Br	10	-0.5	0	-0.8	14	-3	8	-3	1	-2

Not all compounds are listed; rates above refer to the full screens.
